FLuc modulator: qHTS profiling assay for firefly luciferase inhibitor/activator using purifed enzyme and Km concentrations of substrates (counterscreen for miR-21 project); Luciferin 4-monooxygenase (Photinus pyralis), P08659; purified FLuc, Km substrates, luminescence inhibition; Potency, µM (doses to about 57.5 µM), inactives show at the top dose activity change, negative = inhibition, most hits filed as inhibitors; 6.9% of 360,000 active; AID 588342, 2011;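 also: potency is read from the fitted curve at half-maximal effect; plate controls were vehicle for no effect and reference inhibitor for full effect; nearly all actives have a fitted effect of over 55% in size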
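Purified P. pyralis luciferase (10nM final) with 10uM D-luciferin and 10uM ATP (Km levels) in 50mM Tris acetate pH 7.5, 10mM Mg acetate, 0.01% Tween-20, 0.05% BSA; qHTS 6-point titration, ~60 µM downward; luminescence read.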
ELG1 repair inh: qHTS screen for small molecules that inhibit ELG1-dependent DNA repair in human embryonic kidney (HEK293T) cells expressing luciferase-tagged ELG1. HEK293T ELG1-luciferase reporter, luminescence, 16 h; DNA damage induced by 5-fluorouridine. 2.3% of 330,000 active. AID 504467, 2011. Potency, µM (doses to about 46.1 µM), for the others: at the highest dose activity change, negative = inhibition, hits mostly inhibitors; also: potency is read from the fitted curve at half-maximal effect; % is scaled to controls: 0 for no effect and ±100 for the full control effect; nearly all actives have a fitted effect of over 55% in size
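HEK293T cells expressing luciferase-tagged ELG1 (2,000/well) received 5-Fluorouridine plus compound or DMSO for 16 hr at 37 °C. Luciferase was read by ONE-Glo luminescence after 30 min at room temperature.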
Rab9 promoter act: qHTS Assay for Rab9 Promoter Activators | 2.8% of 320,000 active | AID 485297, 2010 | Huh7 Rab9 promoter-luciferase reporter, luminescence, 24 h | Potency, µM (doses to about 9.22 µM), for inactives: at the highest dose activation, negative = inhibition, usual class: activators; also: potency is read from the fitted curve at half-maximal effect; % of control where 0% means no effect; nearly all actives have a fitted effect of over 60% in size
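Steps: seed 1500 Huh7 Rab9-luc cells per well, rest 2 h at 37 °C; add compound in DMSO; incubate 24 h; add luciferase reagent, 10 min ambient; read luminescence.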
MBNL1 CUG block: qHTS Assay for Inhibitors of MBNL1-poly(CUG) RNA binding; Muscleblind-like protein 1 (Homo sapiens), Q9NR56; TR-FRET MBNL1-His/biotin-(CUG)12 binding, 665/545 ratio; Potency, µM (titrated, usually from 57.5 µM), without a hit: at the highest dose activity change, negative = inhibition, usual class: inhibitors; 0.036% of 280,000 active; AID 2675, 2010; active = well fitted inhibition curve with a large enough effect in the signal ratio, with a control signal flat, not every such curve was filed as active; inconclusive = small, poorly fitted or top-dose-only effect, or effect the other way, or a change in a side signal; inactive = no such curve, though single readings can be large or run the other way; the % refers to the signal ratio; also: potency is read from the fitted curve at half-maximal effect; % is scaled to controls: 0 for no effect and ±100 for the full control effect
Target sequence (Q9NR56 whole entry, looked up): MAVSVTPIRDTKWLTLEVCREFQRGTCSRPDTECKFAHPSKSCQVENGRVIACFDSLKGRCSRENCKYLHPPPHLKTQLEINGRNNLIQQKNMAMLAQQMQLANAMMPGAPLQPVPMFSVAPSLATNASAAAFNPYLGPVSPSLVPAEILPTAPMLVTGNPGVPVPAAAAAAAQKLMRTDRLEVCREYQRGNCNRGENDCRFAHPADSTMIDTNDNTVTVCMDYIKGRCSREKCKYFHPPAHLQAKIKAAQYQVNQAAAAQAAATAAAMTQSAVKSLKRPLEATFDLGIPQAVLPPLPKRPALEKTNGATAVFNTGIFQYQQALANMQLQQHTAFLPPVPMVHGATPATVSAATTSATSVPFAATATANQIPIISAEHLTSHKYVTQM
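Compound titration spanned 92 nM–58 uM against the MBNL1-His/biotin-(CUG)12 complex. After 60 min at room temperature with 5 nM streptavidin-XL665 and 0.055 ng/ul terbium anti-His, ratiometric 665/545 nm emission (Ex 340 nm) normalized to controls.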
Menin MLL FP TR: qHTS Assay for Inhibitors Targeting the Menin-MLL Interaction in MLL Related Leukemias: Competition With Texas Red Labeled MLL-derived Mutant Peptide; AID 1768, 2009; Potency, µM (series often up to 61.6 µM), for inactives: at the highest dose FP activity change, negative = inhibition, hits mostly inhibitors; O00255; 0.23% of 270,000 active; Menin + Texas Red MLL mutant peptide, fluorescence polarization; active = well fitted inhibition curve with a large enough effect in the polarisation, with a control signal flat, not every such curve was filed as active; inconclusive = small, poorly fitted or top-dose-only effect, or effect the other way, or a change in a side signal; inactive = no such curve, though single readings can be large or run the other way; the % refers to the polarisation; also: potency is read from the fitted curve at half-maximal effect; % of control where 0% means no effect; many of its hits are not listed in these tables
RORg inh: qHTS for inhibitors of ROR gamma transcriptional activity. Drosophila S2 Gal4-RORgamma UAS-luciferase reporter, 20 h. Nuclear receptor ROR-gamma (Mus musculus), P51450. Potency, µM (titrated, usually from 53.6 µM), inactives show at the highest dose activity change, negative = inhibition, usual class: inhibitors. 5.4% of 310,000 active; also: potency is read from the fitted curve at half-maximal effect; % is scaled to controls: 0 for no effect and ±100 for the full control effect; nearly all actives have a fitted effect of over 60% in size
Target sequence (P51450 whole entry, looked up, the tested form may be a part): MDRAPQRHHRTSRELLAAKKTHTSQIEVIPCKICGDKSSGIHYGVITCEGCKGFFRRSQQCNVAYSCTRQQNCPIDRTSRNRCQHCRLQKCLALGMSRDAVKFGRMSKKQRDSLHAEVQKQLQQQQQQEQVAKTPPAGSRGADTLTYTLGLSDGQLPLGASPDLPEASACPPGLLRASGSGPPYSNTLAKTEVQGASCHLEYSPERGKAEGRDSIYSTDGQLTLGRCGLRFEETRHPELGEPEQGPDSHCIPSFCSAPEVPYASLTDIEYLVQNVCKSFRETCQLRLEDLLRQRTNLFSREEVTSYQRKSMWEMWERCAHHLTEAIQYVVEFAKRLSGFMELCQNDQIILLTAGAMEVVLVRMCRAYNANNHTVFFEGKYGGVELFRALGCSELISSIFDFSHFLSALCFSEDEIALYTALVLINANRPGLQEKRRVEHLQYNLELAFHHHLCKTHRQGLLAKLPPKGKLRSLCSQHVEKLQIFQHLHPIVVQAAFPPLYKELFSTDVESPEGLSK
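Compounds are pin-transferred onto Drosophila Schneider cells expressing a copper-inducible Gal4–ROR gamma transactivation domain fusion. After 1 hr, copper sulfate is added to 700 uM final; luciferase is read 20 hr later.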
PKM2 activator: qHTS Assay for Activators of Human Muscle isoform 2 Pyruvate Kinase | Potency, µM (top dose mostly 57.5 µM), inactives show top-dose activation, usual class: activators | AID 1631, 2009 | purified PKM2, Kinase-Glo ATP luminescence, activation; response scale: 0% is enzyme alone, no compound | 0.34% of 260,000 active; also: potency is read from the fitted curve at half-maximal effect; % is scaled to controls: 0 for no effect and ±100 for the full control effect; nearly all actives have a fitted effect of over 55% in size
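ATP formation by purified human PK-M2, quantified via coupled luciferase luminescence after 1 h at room temperature with 0.1 mM ADP and 0.5 mM PEP final.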
KCNH2 3.1 block: qHTS for Inhibitors of KCHN2 3.1: Mutant qHTS; 0.95% of 340,000 active; AID 720553, 2013; U2OS KCNH2 3.1, thallium flux FluxOr; active compounds read low; activity change, % (tested at about 1.8 µM);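 active = maximum activity change below -70%; inconclusive = maximum activity change from -70% to -50%; inactive = maximum activity change above -50%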;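 also: thallium influx rate constant from kinetic fluorescence after stimulation buffer; % is scaled to controls: 0 for no effect and ±100 for the full control effect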
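U2OS cells transduced with KCNH2 3.1 mutant virus (1.77 x 10^8 /mL, 4 h), plated overnight at 37 C, loaded 45 min with FluxOr dye plus Red40 quencher. Thallium flux rate constant from kinetic reads after stimulation buffer, normalised to controls.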
NPC1 promoter act: qHTS Assay for NPC1 Promoter Activators. Huh7 NPC1 promoter luciferase reporter, 24 h. 2.4% of 320,000 active. Potency, µM (series often up to 9.22 µM), for the others: at the top dose activation, actives largely listed as activators;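 also: potency is read from the fitted curve at half-maximal effect; % of control where 0% means no effect; nearly all actives have a fitted effect of over 60% in size; reporter is driven by a mutant NPC1 promoter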
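Luciferase expression driven by the NPC1 promoter was measured in stably transfected Huh7 cells after a 24 h compound incubation, using a luciferase reagent and a luminescence read.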
Mito fusion act: qHTS Assay for Small Molecule Inhibitors of Mitochondrial Division or Activators of Mitochondrial Fusion; S. cerevisiae fusion-defective mutant growth rescue, CellTiterGlo 48 h; Potency, µM (titrated, usually from 46.1 µM), inactives show top-dose growth rescue (activation), usual class: activators; 0.23% of 320,000 active; AID 485298, 2010;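 also: potency is read from the fitted curve at half-maximal effect; % of control where 0% means no effect; nearly all actives have a fitted effect of over 45% in size; temperature-sensitive fusion mutants such as fzo1-1 at 37 °C on non-fermentable ethanol glycerol medium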
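Luminescent cell viability in 1536-well qHTS format served as the measure of rescued growth in ts fusion-mutant S. cerevisiae cultured on non-fermentable YPEG for 48 hours at 37C.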
VP16 counter: VP16 counterscreen qHTS for inhibitors of ROR gamma transcriptional activity; Drosophila S2 Gal4-VP16 UAS-luciferase, luminescence, 20 h; Potency, µM (titrated, usually from 53.6 µM), inactives show at the highest dose activity, negative = inhibition, hits mostly inhibitors; 3.5% of 310,000 active; AID 2546, 2010;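 also: Gal4-VP16 expression switched on by copper sulfate through the metallothionein promoter; potency is read from the fitted curve at half-maximal effect; % is scaled to controls: 0 for no effect and ±100 for the full control effect; nearly all actives have a fitted effect of over 50% in size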
An asterisk follows results filed as active; ? = inconclusive; / = not tested or not shown; [ ] = remark or other dose. Unless noted, calls follow the shape of the dose curve; as a rule, active = well fitted curve in the direction sought with a large enough effect; inconclusive = small, poorly fitted or top-dose-only effect, or another doubt; inactive = no such curve, though single readings can be large; an effect the other way counts as inactive or inconclusive.

SMILES	FLuc modulator	ELG1 repair inh	Rab9 promoter act	MBNL1 CUG block	Menin MLL FP TR	RORg inh	PKM2 activator	KCNH2 3.1 block	NPC1 promoter act	Mito fusion act	VP16 counter
CC(=O)c1ccc(OCCCC(=O)NC2CCCc3ccccc32)cc1 (stereo not given)	7%	-10%	-7%	-11%	3%	13%	5%	1	-3%	-1%	4%
COc1cccc(CN(C)C(=O)c2csc3c2CCCC3)c1OC	-10%	?	-1%	-9%	3%	0%	0%	-3	0%	5%	-25%
CCOC(=O)c1sc(N)nc1C(C)C	3%	-5%	-2%	-8%	18%	4%	0%	-4	-2%	6%	-5%
Cc1cc(C(=O)NCC(=O)Nc2c(C)cccc2C)c(C)o1	0%	-6%	7%	-1%	-11%	2%	0%	-6	1%	1%	-4%
CCOc1cccc(-c2c(C(=O)N/N=C/c3ccoc3)nnn2-c2nonc2N)c1	0%	11%	1%	4%	/	10µM*	/	14	0%	0%	?
CCc1ccc(C(=O)NCC2COc3ccccc3O2)o1 (stereo not given)	?	?	?	5%	-2%	18%	6%	3	?	5%	-3%
OCCC1CN(Cc2cnc(-c3ccc(Cl)cc3)nc2)CCN1C1CCCCC1 (stereo not given)	?	?	-14%	-1%	-8%	7%	-8%	-26	-13%	-2%	3%
Cc1cccc(Nc2ccc3nonc3c2[N+](=O)[O-])c1C	1%	11%	4%	?	?	22%	/	7	2%	-5%	15%
Cc1csc2c(=O)sc(NC(=O)c3cccs3)nc12	?	12%	-2%	388%[activator]	/	-4%	-3%	-4	0%	-2%	8%
CN(C)c1cc[n+](CC(=O)N2c3ccccc3Sc3ccccc32)cc1	1%	?	-2%	-6%	-13%	21%	17%	-7	-3%	-2%	-10%
Cc1cccc(-c2cc3nc(-c4ccccc4)cc(=O)n3[nH]2)c1	7.6µM*	?	2.8µM*	4%	?	?	/	35	2µM*	-6%	?
O=C(NCCCN1CCOCC1)c1cnccn1	1%	22%	-1%	0%	/	-17%	/	7	2%	6%	1%
O=C(NCC(c1ccco1)N1CCN(c2ccccc2)CC1)c1ccc2c(c1)OCO2 (stereo not given)	-2%	?	2%	-7%	-19%	18%	1%	8	-10%	9%	-5%
Cc1cc(CC(C)C)n(-c2nc3ccccc3c(=O)n2OCC(N)=O)n1	-19%	?	-6%	-9%	-2%	2.2µM*	0%	7	0%	-2%	5.6µM*
Cc1cc(CNC(=O)c2cccc(OC3CCN(S(=O)(=O)N(C)C)CC3)c2)on1	15µM*	?	?	-2%	/	?	-4%	4	3.5µM*	-3%	24%
CCOC(=O)NC1(C(F)(F)F)C(=O)N(Cc2ccccc2)C2=C1C(=O)CC(C)(C)C2 (stereo not given)	-1%	15%	-1%	-6%	-11%	-2%	0%	-11	1%	4%	5%
COC(=O)c1ccc(OCCN2C3=NCCN3c3ccccc32)cc1	-2%	10%	-2%	?	?	1%	-1%	-29	3%	0%	-9%
COCn1c(-c2cccc(Br)c2)nc2ccccc21	17µM*	?	22%	19%	-2%	?	-6%	8	2%	1%	10%
Nc1c(Cl)ncnc1N1CCN(c2ncnc(Cl)c2N)CC1	0%	?	-14%	-20%	-4%	-3%	-15%	21	-3%	2%	-10%
Cc1ccc(C)c(-c2nnc(NC(=O)c3ccco3)o2)c1	15µM*	0%	-2%	/	/	/	/	-16	0%	17%	/
COc1ccc2[nH]c(=O)c(C(c3nnnn3C3CCCC3)N3CCN(Cc4ccc5c(c4)OCO5)CC3)cc2c1 (stereo not given)	0%	?	-5%	9%	1%	1%	-1%	4	-1%	2%	-5%
CCc1ccc(Nc2n[n+](-c3ccccc3)c(-c3ccc(C(=O)O)cc3)s2)cc1	?	-9%	3%	8%	5%	13%	1%	/	8%	1%	13%
Cc1nc2ccc(N)cc2c(=O)n1Cc1ccc(Cl)cc1	-16%	24%	14%	-8%	2%	36%	-4%	6	13%	-3%	17%
Cc1c(Br)c([N+](=O)[O-])nn1CC(=O)NCc1ccccn1	-1%	-11%	-4%	?	2%	-1%	-1%	9	-1%	-2%	2%
Cc1ccc(C(=O)OCC(=O)NC(=O)c2cccn2C)cc1[N+](=O)[O-]	0%	14%	-6%	/	/	-1%	-2%	5	-6%	-4%	-7%
Cc1ccc(C)c(S(=O)(=O)Nc2ccc(C(=O)NCCCN3CCOCC3)cc2)c1	-2%	3%	-4%	/	/	/	/	6	-2%	-1%	/
O=C(N/N=C\c1ccc(-c2ccccc2[N+](=O)[O-])o1)C1COc2cc3ccccc3cc2O1 (stereo not given)	-1%	-13%	3%	14%	?	?	11%	-23	-4%	3%	-15%
CCCCNC(=O)COC(=O)C1CCN(S(=O)(=O)c2ccc3c(c2)OCCO3)CC1	-4%	16%	-2%	/	/	/	/	10	-5%	-3%	/
NC(=O)Cn1cc(/C=N\NS(=O)(=O)c2ccc(F)cc2)c2ccccc21	0%	10%	15%	?	/	28%	-1%	/	-4%	3%	-7%
Cc1ccccc1C(=O)NCCNC(=O)c1cnccn1	0%	10%	-1%	2%	-8%	-11%	/	8	-5%	1%	3%
Cc1ccnc(N(C(=O)c2cccs2)C(=O)c2cccs2)c1	19µM*	?	3.5µM*	-1%	1%	-2%	-36%	-7	2.5µM*	1%	-7%
Fc1ccc(NC(=S)NN2CCOCC2)cc1Cl	1%	6%	1%	6%	-5%	2.8µM*	-4%	-4	-1%	-10%	?
COc1ccccc1NC(=O)Cn1nc(-c2ccncc2)nc1SCC(=O)NC1CCCC1	-1%	3%	-14%	4%	-2%	0%	15%	-3	-20%	23%	-8%[10 µM]
CCCCNC(=O)C1CC(c2ccc(C(F)(F)F)cc2)=NO1 (stereo not given)	3%	12%	-9%	-15%	/	?	-1%	8	-5%	-12%	3%
O=C(O)CCSc1nnc(COc2ccc([N+](=O)[O-])cc2)n1-c1ccccc1	1%	-12%	-13%	?	10%	-19%	-2%	12	1%	-5%	4%
O=C(c1ccco1)N1CCN(CC2CC3C=CC2C3)CC1 (stereo not given)	-3%	0%	2%	-11%	-16%	3%	1%	0	0%	3%	9%
CCOC(=O)c1ccc(N2C(=O)CC(C)(CC)CC2=O)cc1	2%	-2%	-8%	6%	/	15%	-1%	4	-2%	-5%	6%
O=C(c1ccc2c(=O)n3c(nc2c1)CCC3)N1CCCSC1=Nc1ccccc1	4%	?	0%	/	/	/	/	2	-3%	-4%	/
Cn1nccc1C(=O)N1CCCC(N2CCN(Cc3ccc4c(c3)OCO4)CC2)C1 (stereo not given)	7%	1%	-10%	-2%	/	7%	0%	13	0%	1%	-9%
Cc1ccccc1-c1nc(CS(=O)(=O)CC(=O)N(C)C2CCCCC2)c(C)o1	0%	?	-9%	-1%	?	153%	8%	3	-2%	8%	?
N#C/C(=C\c1cccc(Cl)c1)c1n[nH]c(Cn2cncn2)n1	4%	/	/	2%	8%	-12%	-6%	8	/	-1%	5%
CCOC(=O)C1CCCN(c2c(NCc3ccco3)c(=O)c2=O)C1 (stereo not given)	-1%	-6%	1%	3%	10%	-16%	0%	15	1%	0%	2%
O=C(c1ccccc1)N1CCCCCC1	0%	16%	-4%	4%	-4%	-30%	0%	20	0%	-2%	1%
Cc1ccc(N=Cc2c(C)[nH]n(-c3nc4ccccc4[nH]3)c2=O)cc1	6.7µM*	27%	?	-8%	0%	2.8µM*	-78%	6	?	-21%	11µM*

Assay outcomes as filed in PubChem.

The list is partial; count on the stated rates, not on these rows.
